# JMJD2E inh – inhibitors of human JMJD2E histone demethylase. B2RXH2. JMJD2E catalytic domain, FDH-coupled NADH fluorescence (FDH is formaldehyde dehydrogenase). Potency, µM (doses to about 57.1 µM), without a hit: at the highest dose activity change, negative = inhibition, usual class: inhibitors. 1.6% of 230,000 active; active means well fitted inhibition curve with a large enough effect, not every such curve was filed as active; inconclusive means small, poorly fitted or top-dose-only effect, or another doubt; inactive means no such curve, though single readings can be large or run the other way;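 further: 0% = wells with enzyme and -100% = buffer wells without enzyme; nearly all actives have a fitted effect of over 50% in size; many of its hits are not listed in these tables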
# Target sequence (B2RXH2 1-337 limits assumed): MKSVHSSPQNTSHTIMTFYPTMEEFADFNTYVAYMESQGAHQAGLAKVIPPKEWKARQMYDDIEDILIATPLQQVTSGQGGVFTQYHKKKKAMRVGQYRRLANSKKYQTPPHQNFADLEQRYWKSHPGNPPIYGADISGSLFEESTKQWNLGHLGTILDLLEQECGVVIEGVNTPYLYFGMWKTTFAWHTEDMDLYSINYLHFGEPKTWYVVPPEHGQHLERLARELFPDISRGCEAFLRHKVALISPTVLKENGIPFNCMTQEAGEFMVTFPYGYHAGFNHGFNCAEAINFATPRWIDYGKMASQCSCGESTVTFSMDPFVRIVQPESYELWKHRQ
# SMN2 splice enh – enhancers of SMN2 splice variant expression; Potency, µM (titrated, usually from 46.1 µM), for the others: top-dose activity change, positive = activation, hits mostly activators; 2.8% of 210,000 active; HEK293 SMN2-luciferase splicing reporter, luminescence, 30-36 h; further: % of control where 0% means no effect; nearly all actives have a fitted effect of over 55% in size
#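 HEK293 cells carry an SMN2 […]–luciferase reporter in which exon 7 inclusion puts luciferase in frame. Cells were plated 10-12 h before compound addition, then incubated 30-36 h at 37C. ONE-Glo luminescence was read; sodium butyrate at 4.5 mM final served as control.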
# GoLoco inh red – blocks human Gai1 binding to RGS12 GoLoco peptide, red readout | Potency, µM (top dose mostly 61.6 µM), for inactives: at the top dose activity, negative = inhibition, most hits filed as inhibitors | 0.44% of 230,000 active | P63096 | Gai1:RGS12 GoLoco peptide FP, rhodamine, 10 min | AID 880; active means well fitted inhibition curve with a large enough effect, not every such curve was filed as active; inactive means no such curve, though single readings can be large or run the other way; further: on the % scale 0 is the no-effect control and ±100 the full control effect; nearly all actives have a fitted effect of over 30% in size; many of its hits are not listed in these tables
# TRb SRC2 PPI – inhibitors of human thyroid hormone receptor beta-SRC2 interaction. P10828. TRbeta-SRC2 peptide binding, fluorescence polarization; receptor liganded with 1 µM T3. Potency, µM (series often up to 106 µM), for the others: top-dose activity change, negative = inhibition, actives largely listed as inhibitors. 0.065% of 280,000 active. AID 1469;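 further: plate controls were bound peptide for no effect and peptide without receptor for full effect; nearly all actives have a fitted effect of over 50% in size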
# Target sequence (P10828 whole entry, looked up): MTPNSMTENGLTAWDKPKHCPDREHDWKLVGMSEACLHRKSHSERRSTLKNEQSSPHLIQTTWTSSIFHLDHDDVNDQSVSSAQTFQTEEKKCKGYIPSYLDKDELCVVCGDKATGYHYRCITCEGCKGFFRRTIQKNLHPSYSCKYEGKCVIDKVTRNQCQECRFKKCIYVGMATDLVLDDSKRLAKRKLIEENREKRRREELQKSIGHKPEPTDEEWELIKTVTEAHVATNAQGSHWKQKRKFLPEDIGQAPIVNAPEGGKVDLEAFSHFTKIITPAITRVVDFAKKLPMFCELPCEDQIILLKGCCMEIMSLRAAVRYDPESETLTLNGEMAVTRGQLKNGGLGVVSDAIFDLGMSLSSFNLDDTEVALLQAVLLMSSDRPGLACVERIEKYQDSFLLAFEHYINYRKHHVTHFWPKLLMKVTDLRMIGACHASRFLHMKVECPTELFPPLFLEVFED
#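 Assay buffer: 20 mM Tris-HCl, 100 mM NaCl, 10% glycerol, 1 mM EDTA, 0.01% NP-40, 1 mM DTT, 1 uM T3, 5% DMSO; TRb LBD 0.6 uM, Texas Red SRC2 20 nM; FP after 5 hr.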
# LMNA splice mod – modulators of lamin A splicing. Potency, µM (doses to about 46.1 µM), inactives show at the highest dose ratio change, negative = inhibition, most hits filed as inhibitors. 0.01% of 200,000 active. HeLa LMNA splicing GFP/RFP minigene ratio, 48 h; active means well fitted inhibition curve with a large enough effect in the signal ratio, with a control signal flat, not every such curve was filed as active; inconclusive means small, poorly fitted or top-dose-only effect, or effect the other way, or a change in a side signal; the % refers to the signal ratio; further: on the % scale 0 is the no-effect control and ±100 the full control effect
#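 Read-out is the ratio of GFP to DsRed2 object intensity, acquired by 488 nm laser-scanning cytometry on HeLa lamin A-EGFP minigene reporter cells. Compound incubation 48 hrs at 37 °C in Opti-MEM with 2% FBS; DMSO 0.5% final.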
# RECQ1 helicase – blocks DNA unwinding by human RECQ1; 0.54% of 240,000 active; RECQ1 DNA unwinding, red fluorescence kinetic read; Potency, µM (highest dose often 57.3 µM), inactives show at the top dose activity, negative = inhibition, actives largely listed as inhibitors;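 further: plate controls were vehicle for no effect and no enzyme for full effect; nearly all actives have a fitted effect of over 30% in size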
#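 RECQ1T1 50 nM; forked duplex (20 bp + 30-nt ss tails) 200 nM, ATP 2 mM final; pH 8.0, 2 mM MgCl2, 2.5 ug/ml poly(dI-dC); 15 min compound preincubation; discontinuous kinetic read over 2 h at RT.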
# TexasRed fluor – Texas Red fluorescence interference in TRb-SRC2 counter-screen | TRb/SRC2 Texas Red total fluorescence interference | Potency, µM (highest dose often 106 µM), for the others: at the top dose fluorescence change, negative = quenching | 0.29% of 280,000 active | AID 1479; active means well fitted curve in either direction with a large enough effect; inconclusive means small, poorly fitted or top-dose-only effect; further: on the % scale 0 is the no-effect control and ±100 the full control effect
#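 Human TRb ligand-binding domain at 0.6 uM with 20 nM Texas Red SRC2 peptide in Tris buffer containing 1 uM T3 and 5% DMSO, incubated with compound 5 h at ambient temperature. Total fluorescence (555/632 nm) calculated as parallel + 2 × perpendicular.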
# ALDH1A1 block – blocks purified human ALDH1A1 activity | Purified ALDH1A1, NADH fluorescence, propionaldehyde substrate | Potency, µM (top dose mostly 75.3 µM), without a hit: top-dose activity, negative = inhibition, usual class: inhibitors | 7.3% of 220,000 active; active means well fitted inhibition curve with a large enough effect, not every such curve was filed as active; inconclusive means small, poorly fitted or top-dose-only effect, or another doubt; inactive means no such curve, though single readings can be large or run the other way;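 further: plate controls were no enzyme wells and a reference inhibitor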
# * = called active by the depositor; i = inactive; ? = inconclusive; · = no result given; [ ] = remark or other dose. Unless noted, the call rests on the fitted dose curve; in most records, active means well fitted curve in the direction sought with a large enough effect; inconclusive means small, poorly fitted or top-dose-only effect, or another doubt; inactive means no such curve, though single readings can be large; an effect the other way counts as inactive or inconclusive. Potency means the concentration at half of the fitted maximal effect.
SMILES	ALDH1A1 block	TRb SRC2 PPI	TexasRed fluor	JMJD2E inh	SMN2 splice enh	GoLoco inh red	RECQ1 helicase	LMNA splice mod
CCN(CCn1cccn1)C(=O)CC1C(=O)NCCN1Cc1ccc(OC)c(OC)c1 (configuration not stated)	-3%	-3%	-2%	-7%	-4%	20%	-6%	14%[46 µM]
Cc1ccccc1NC(=O)CC1SC(=NC2CCCCC2)NC1=O (configuration not stated)	?	9%	-2%	1%	1%	-18%	?	-11%
O=C(Oc1ccc(NC2=C(Cl)C(=O)c3ccccc3C2=O)cc1)c1ccc([N+](=O)[O-])cc1	4%	-9%	-33%	9%	-18%	2%	-1%	-7%
COc1ccc(OC)c(/C=C/C(=O)OCC(=O)Nc2ccc3c(c2)OCCO3)c1	?	-4%	?	?	-1%	-5%	-13%	?
COc1ccc(CCNC(=O)C2CCCN2S(=O)(=O)c2ccc(F)cc2)cc1OC (configuration not stated)	3%	-1%	-1%	14%	-4%	-5%	-4%	·
COc1ccc(OC)c(-c2cc(C(=O)NCCN3CCOCC3)no2)c1	-4%	-7%	0%	1%	-7%	7%	-12%	-2%
Cc1nn(C(C)(C)C)c(OC(=O)c2cccs2)c1S(=O)(=O)c1ccccc1	1%	7%	-1%	3%	-8%	15%	-17%	-21%
CCC(C(=O)OCC(=O)Nc1ccc(C(N)=O)cc1)c1ccccc1 (configuration not stated)	-1%	-4%	-1%	11%	9%	1%	?	22%[46 µM]
CCN(CC(=O)NC(C)(C)C)Cc1nc2c(Br)cc(Br)cc2c(=O)[nH]1	-10%	1%	-4%	2%	·	16%	i	?
O=C(CCC(=O)c1ccccc1)NCCc1c[nH]c2ccccc12	-11%	5%	-1%	-5%	19%	1%	i	1%
Cc1cc(C)cc(-n2nnc(C(=O)NCc3ccccc3Cl)c2N)c1	?	1%	1%	10%	-26%	-1%	6%	12%
COc1nc(N)nc(NC23CC4CC(CC(C4)C2)C3)n1	-3%	-11%	-1%	8%	28%	8%	-5%	-6%
NS(=O)(=O)c1cc2c(cc1Cl)N[C@@H](C(Cl)Cl)NS2(=O)=O	5%[20.9 µM]	9%[53 µM]	-3%[53 µM]	2%[25.5 µM]	13%[20.6 µM]	10%[21.6 µM]	-2%[25.9 µM]	?
COc1ccc2cc(C(=O)Nc3ccc(S(N)(=O)=O)cc3)sc(=O)c2c1OC	-9%	14%	-7%	?	·	19%	-16%	18%[46 µM]
Cc1nc(/C(N)=N/OC(=O)Cc2ccccc2)no1	10%	-1%	1%	1%	9%	5%	?	16%[46 µM]

# Next part (5 carried over from the part before).
SMILES	ALDH1A1 block	TRb SRC2 PPI	TexasRed fluor	JMJD2E inh	SMN2 splice enh	GoLoco inh red	RECQ1 helicase	LMNA splice mod
Cc1cc(C)cc(-n2nnc(C(=O)NCc3ccccc3Cl)c2N)c1	?	1%	1%	10%	-26%	-1%	6%	12%
COc1nc(N)nc(NC23CC4CC(CC(C4)C2)C3)n1	-3%	-11%	-1%	8%	28%	8%	-5%	-6%
NS(=O)(=O)c1cc2c(cc1Cl)N[C@@H](C(Cl)Cl)NS2(=O)=O	5%[20.9 µM]	9%[53 µM]	-3%[53 µM]	2%[25.5 µM]	13%[20.6 µM]	10%[21.6 µM]	-2%[25.9 µM]	?
COc1ccc2cc(C(=O)Nc3ccc(S(N)(=O)=O)cc3)sc(=O)c2c1OC	-9%	14%	-7%	?	·	19%	-16%	18%[46 µM]
Cc1nc(/C(N)=N/OC(=O)Cc2ccccc2)no1	10%	-1%	1%	1%	9%	5%	?	16%[46 µM]
COc1ccc(OCCNS(=O)(=O)Cc2ccccc2)cc1	1%	-6%	0%	5%	-16%	11%	-2%	-8%
CC(C)CCC(CCN1CCOCC1)c1ccc2c(c1)OCO2 (configuration not stated)	-4%	4%	3%	?	-9%	-1%	-8%	-8%
Cc1ccc(C)c(C(=O)Nc2c(C(N)=O)oc3ccccc23)c1	-5%	0%	-5%	?	0%	9%	-4%	0%
O=C(c1c[nH]c2ccc(S(=O)(=O)N3CCC4(CC3)OCCO4)cc2c1=O)N1CCOCC1	?	2%	-1%	?	-25%	6%	1%	3%
Cc1ccc(Cn2cccc2/C=N/NC(=S)Nc2ccc(C)cc2)cc1	-1%	-10%	-2%	12%	-5%	14%	-2%	1%[46 µM]
O=C(CNC(=O)c1ccc2c(c1)OCCO2)N/N=C/c1cccc(Br)c1	?	6%	4%	6%	-64%[inhibitor]	18%	-10%	·
O=C(c1ccc(Br)cc1)c1sc(N2CCOCC2)nc1-c1ccccc1	?	-7%	-1%	-10%	-26%	-6%	-14%	·
Cc1ccc(-n2ccnc2SCC(=O)N(CC(C)C)C2CCS(=O)(=O)C2)c(C)c1 (configuration not stated)	?	7%	1%	13%	-3%	-15%	-11%	10%
O=C1[C@H]2CCn3c(=O)n(-c4ccccc4)c(=O)n3[C@H]2[C@H](O)[C@H]2O[C@@H]12	16%[13.5 µM]	-1%[11.2 µM]	-2%[11.2 µM]	·	·	·	-2%[11.5 µM]	·
O=S(=O)(Nc1cccnc1)c1ccc(Cl)c(C(F)(F)F)c1	3%	-11%	-2%	-2%	-10%	1%	i	7%
Cc1ccc(N=C2NC(=O)/C(=C\c3ccc(C)s3)S2)cc1	1%	10%	0%	10%	·	41%[activator]	-3%	?
Cc1ccc(CNC(=O)CCCNS(=O)(=O)c2cccc3nonc23)cc1	7.1µM*	-15%	-1%	3%	21%	9%	2%	1%
COC(=O)c1cn(CC(=O)NC2CCCCCC2)c2ccccc12	6%	-6%	0%	0%	-12%	8%	-2%	-15%
CC(C)(C)c1ccc(OCc2ccc(C(=O)N/N=C3\CC4CC=CC34)cc2)cc1 (configuration not stated)	3%	9%	11%	-4%	·	2%	-11%	?
Nc1nc(-c2ccccc2)c(C(=O)Nc2ccccc2)s1	-13%	4%	-1%	-8%	1%	7%	i	-21%[46 µM]

# Next part
SMILES	ALDH1A1 block	TRb SRC2 PPI	TexasRed fluor	JMJD2E inh	SMN2 splice enh	GoLoco inh red	RECQ1 helicase	LMNA splice mod
Cc1ccc(-n2[nH]c(C)c(C=Nc3ccc4[nH]c(=O)[nH]c4c3)c2=O)cc1	0%	-13%	-2%	1%	-11%	9%	-7%	-19%
O=S(=O)(c1ccccc1)N1CCC2(CCCN(Cc3ccncc3)C2)CC1	?	·	·	·	-13%	-8%	-11%	·
Cn1cnc([N+](=O)[O-])c1N=C(N)N	2%	-8%	-5%	8%	·	2%	4%	15%[46 µM]
CC(C)CCNC1=CC(=O)CC(c2ccccc2)C1 (configuration not stated)	?	-3%	-3%	-4%	-7%	6%	i	?
Cc1cccn2c(=O)c(/C=N/O)c(N3CCCC3)nc12	9%	5%	-1%	5%	-11%	18%	i	8%
Cc1nn(C)cc1C(C(=O)NC1CCCCC1)N(C(=O)c1cnccn1)c1ccc(Oc2ccccc2)cc1 (configuration not stated)	2%	4%	0%	11%	-1%	-4%	5%	-7%
C=CCNC(=O)c1cccc(C(F)(F)F)c1	8%	-11%	-3%	8%	-2%	-1%	-6%	3%
COc1cc2c(cc1OC)C(c1cccs1)CC(=O)N2 (configuration not stated)	1%	2%	0%	4%	-8%	6%	8%	14%
Cc1ccc(-c2nnn(CC(=O)N3CCC(C)CC3)n2)o1	6%	-13%	-1%	3%	-5%	1%	-2%	10%
Cc1nn(C)c(Oc2ccccc2)c1[N+](=O)[O-]	3%	-6%	-2%	-2%	-7%	1%	23%	-6%
Cc1ncoc1C(=O)Nc1cccc(Cl)c1C	?	1%	1%	9%	18%	6%	-13%	-14%
Cc1cc(O)c(C(=O)/C=C/c2cccc([N+](=O)[O-])c2)c(=O)o1	·	3%	-5%	-9%	·	15%	?	·
COc1ccc(-c2cc(C(F)(F)F)nc(SCC(=O)Nc3ccc4c(c3)OCO4)n2)cc1	15%	-4%	0%	7%	3%[1.84 µM]	3%	-5%	-10%
Cc1ccc(CN2CCN(/N=C/c3ccc(C(=O)O)cc3)CC2)c(C)c1	?	2%	0%	4%	-26%	5%	i	·
C/C(N)=C(/C#N)C(=O)COC(=O)C1CCN(C(=O)c2ccc(Cl)cc2)CC1	6%	6%	1%	9%	-1%	7%	-2%	?

# Later entries.
SMILES	ALDH1A1 block	TRb SRC2 PPI	TexasRed fluor	JMJD2E inh	SMN2 splice enh	GoLoco inh red	RECQ1 helicase	LMNA splice mod
CCOC(=O)c1sc(N/N=C/c2cccc(C)c2)nc1C	-1%	-8%	1%	?	20%	14%	i	8%
CCOc1ccc(NC(=O)c2ccccn2)cc1	-9%	-1%	-3%	?	0.79µM*	11%	-1%	3%
CC(=O)Nc1nonc1-n1nnc(C(=O)NCc2ccccc2)c1C	11µM*	11%	0%	6%	?	3%	-2%	14%
Clc1ccc(Cn2nnc(-c3ccccc3)n2)cc1	5%	-1%	0%	5%	29%	-11%	-5%	1%
Nn1c(COc2cccc(Cl)c2)nc2ccccc2c1=O	10%	-7%	-6%	6%	?	26%	3%	-2%
CN(C)CCCNCCCNC(=O)c1ccncc1	-6%	-9%	-3%	120%[activator]	-2%	-4%	i	9%

# Sorted by formula weight (smallest number first): part of the list above.
SMILES	ALDH1A1 block	TRb SRC2 PPI	TexasRed fluor	JMJD2E inh	SMN2 splice enh	GoLoco inh red	RECQ1 helicase	LMNA splice mod
Cc1ncoc1C(=O)Nc1cccc(Cl)c1C	?	1%	1%	9%	18%	6%	-13%	-14%
CCC(C(=O)OCC(=O)Nc1ccc(C(N)=O)cc1)c1ccccc1 (configuration not stated)	-1%	-4%	-1%	11%	9%	1%	?	22%[46 µM]
COc1ccc(-c2cc(C(F)(F)F)nc(SCC(=O)Nc3ccc4c(c3)OCO4)n2)cc1	15%	-4%	0%	7%	3%[1.84 µM]	3%	-5%	-10%

# Screening results from PubChem.

# Some of the compounds tested, so the mix of outcomes need not match the whole.
